RXFP1 antagonist: antagonists of human relaxin receptor RXFP1. 350,000 tested, 0.59% active. HEK293-RXFP1, relaxin-stimulated cAMP HTRF, 30 min; hits give low values. activity change, negative = inhibition, % at 57.5 µM. AID 1259400. Q9HBX9;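 active means activity change of -60% or lower, but not beyond a set lower limit; inconclusive means change between -60% and -40%, or beyond the set limit; inactive means change above -40%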; further: on the % scale 0 is the no-effect control and ±100 the full control effect
TRHR enhancer: TRH receptor (human) allosteric enhancement. P34981. TRHR cells, fluo-8 calcium fluorescence, EC20 TRH enhancement. enhancement, % at 2 µM. 360,000 tested, 0.66% active; in the data active means enhancement above about 30%; further: 0% is about no effect
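Enhancer read-out: after compound pinning and an initial kinetic agonist-mode read, an EC20 of TRH (10 nM final) was injected and fluo-8 calcium signal (Ex 480/Em 530) followed at 1 s/cycle for 100 cycles in TRHR-expressing cells.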
D2 antagonist: D2 dopamine receptor (human) antagonism. 340,000 tested, 2% active. HEK293 TREx D2 cells, calcium flux, dopamine EC80. inhibition, % at 10 µM. P14416; in the data active means inhibition above about 30%; further: 0% is about no effect
Target sequence (P14416 whole entry, looked up): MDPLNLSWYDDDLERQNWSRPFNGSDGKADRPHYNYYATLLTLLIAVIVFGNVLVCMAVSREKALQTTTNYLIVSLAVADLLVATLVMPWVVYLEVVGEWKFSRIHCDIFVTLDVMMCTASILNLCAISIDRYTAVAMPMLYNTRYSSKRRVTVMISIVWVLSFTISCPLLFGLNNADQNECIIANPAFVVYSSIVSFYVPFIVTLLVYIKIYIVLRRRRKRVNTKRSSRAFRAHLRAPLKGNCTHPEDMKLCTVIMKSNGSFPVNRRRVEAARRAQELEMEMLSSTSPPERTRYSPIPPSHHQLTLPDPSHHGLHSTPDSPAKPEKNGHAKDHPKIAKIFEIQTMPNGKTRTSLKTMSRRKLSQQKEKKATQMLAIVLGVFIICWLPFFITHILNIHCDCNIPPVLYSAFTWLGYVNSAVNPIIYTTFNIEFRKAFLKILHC
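Measurement of antagonist activity uses fluorescent calcium dye in inducible HEK293 T-REx D2 cells: 10 s baseline, compound addition with 180 s read, EC80 dopamine addition with a further 180 s read.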
D1 ag: activates the human D1 dopamine receptor | P21728 | HEK293 T-REx D1 cells, calcium flux, agonist mode | activation, % at 2 µM | 360,000 tested, 1% active; in the data active means activation above about 30%; further: 0% is about no effect
Target sequence (P21728 whole entry, looked up): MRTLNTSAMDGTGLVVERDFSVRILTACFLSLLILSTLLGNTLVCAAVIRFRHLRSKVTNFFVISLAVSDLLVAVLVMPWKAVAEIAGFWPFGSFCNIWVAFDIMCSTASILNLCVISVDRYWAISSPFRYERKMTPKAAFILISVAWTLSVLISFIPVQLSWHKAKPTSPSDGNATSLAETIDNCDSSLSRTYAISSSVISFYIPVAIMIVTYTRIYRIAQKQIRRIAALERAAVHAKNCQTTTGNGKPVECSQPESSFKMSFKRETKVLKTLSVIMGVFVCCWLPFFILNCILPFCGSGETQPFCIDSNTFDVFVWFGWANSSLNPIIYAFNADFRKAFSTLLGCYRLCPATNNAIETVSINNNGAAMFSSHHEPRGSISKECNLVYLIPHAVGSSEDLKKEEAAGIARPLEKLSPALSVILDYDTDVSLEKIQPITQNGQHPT
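Inducible HEK293 T-REx D1 cells, force-coupled to calcium signalling, were plated at 4000 cells/well with tetracycline and held overnight at 30 C. After no-wash calcium dye loading, compound-evoked calcium rise over 180 s flagged agonists.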
D2 ag: activates the human D2 dopamine receptor; P14416; 340,000 tested, 0.53% active; activation, % at 2 µM; AID 485358; HEK293 T-REx D2 cells, calcium flux agonist mode;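 active means activation over 3 SD above normal in the single-dose calcium agonist read, cut at about 30% in these data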; further: 0% is about no effect
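Tetracycline-induced HEK293 T-REx cells with force-coupled D2 receptor, plated overnight at 30 C, loaded with no-wash calcium dye. After a 10 s baseline, compound was pin-added and calcium flux read kinetically for 180 s; calcium rises flagged agonists.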
D2 PAM: positive allosteric modulators of human D2 dopamine receptor | P14416 | potentiation, % at 10 µM | 340,000 tested, 0.34% active | AID 485347 | HEK293 T-REx D2, calcium flux, EC20 dopamine potentiation;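 active means potentiation over 3 SD above the plate norm, cut at about 30% in these data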; further: 0% is about no effect
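Potentiation of an EC20 dopamine calcium response is measured in a force-coupled, tetracycline-inducible Hek293 Trex D2 line. Compound-only kinetic reads over 180 s flag agonists before dopamine addition.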
D1 potentiator: human D1 dopamine receptor positive modulation | AID 504651 | 360,000 tested, 0.036% active | HEK293 TREx D1 cells, calcium flux, dopamine EC20 potentiation | potentiation, % at 10 µM; in the data active means potentiation above about 30%; further: 0% is about no effect
D1 antagonist: human D1 dopamine receptor antagonism; P21728; HEK293 TREx D1 cells, calcium flux, dopamine EC80; hits give low values; activity change, negative = inhibition, % at 10 µM; 360,000 tested, 3.2% active; in the data active means activity change below about -30%; further: on the % scale 0 is the no-effect control and ±100 the full control effect
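Compound effects on dopamine-evoked calcium signalling were measured in tetracycline-induced HEK293 Trex D1 cells. Dopamine at EC80 followed a 180 s compound pre-read, and fluorescence was tracked kinetically for 180 s more.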
RXFP1 agonist: agonists of human relaxin receptor RXFP1; Potency, µM (doses to about 57.5 µM), inactives show at the highest dose activation, usual class: activators; 370,000 tested, 0.3% active; Q9HBX9; HEK293T-RXFP1 cAMP TR-FRET, 30 min; response scale: percent of porcine relaxin response, buffer zero; AID 2676; active means well fitted activation curve with a large enough effect; inconclusive means small, poorly fitted or top-dose-only effect; further: potency means the concentration at half of the fitted maximal effect; on the % scale 0 is the no-effect control and ±100 the full control effect; nearly all actives have a fitted effect of over 60% in size; many of its hits are not listed in these tables
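HEK293 cells stably expressing RXFP1, treated 30 min at 37C with compounds plus PDE4 inhibitor Ro 20174; cAMP measured by HTRF TR-FRET. Normalized to buffer and 29 nM porcine relaxin; EC50 by Hill fit.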
* marks the source's active call; other numbers are inactive results; ? = inconclusive; nt = no result given. The list is partial; count on the stated rates, not on these rows.

SMILES	RXFP1 antagonist	TRHR enhancer	D2 antagonist	D1 ag	D2 ag	D2 PAM	D1 potentiator	D1 antagonist	RXFP1 agonist
CCOC(=O)C1CCCN(c2ccc(NC(=O)c3snc4c(=O)[nH]c(C)nc34)cc2)C1 (configuration not stated)	4.8	1.4	3.4	0.4	-2.2	1.4	1.2	8.7	5.1%
CCOc1ccc(N(CC(=O)N2CCN(Cc3ccccc3)CC2)S(C)(=O)=O)cc1	6.2	2.6	14.8	0.2	0.9	-10.3	-0.7	-14.3	-0.8%
C=CCOc1ccc(CNc2nccs2)cc1OCC	-18.6	-2.4	6.7	-2.9	0.5	10.3	-3.4	-3.9	2.8%
O=C(O)c1cc2nc3c(c(C(F)(F)F)n2n1)CCCC3	-12.7	18.7	-15.0	1.8	0.3	0.6	-3.8	-24.3	0.0%
CCc1ccc(NC(=O)CC2C(=O)NCCN2C(=S)Nc2ccccc2)cc1 (configuration not stated)	-13.0	-0.1	-1.1	3.1	2.9	-0.8	-5.8	-31.7*	4.6%
COc1ccc(NC(=O)COc2ccc(N(C)S(=O)(=O)c3ccc(Cl)cc3)cc2)cc1OC	-7.4	-4.0	1.5	17.4	0.2	-1.2	-2.5	-25.0	-0.5%
O=C(Nn1cnnc1)c1ccc(F)cc1	7.0	9.3	2.5	1.6	0.7	3.9	-6.9	-2.0	2.1%
Cc1cccc(S(=O)(=O)Nc2ccc(-n3c(C)nc4ccccc4c3=O)cc2)c1	-10.2	22.5	-11.2	3.1	-0.7	21.0	-2.1	0.1	-0.7%
Cc1cccc(NC(=S)NCCO)c1C	4.3	-0.2	nt	3.9	nt	nt	1.4	2.2	-1.1%
COc1nc(Oc2ccc(=O)n(-c3ccccc3)n2)nc(N(C)C)n1	6.6	4.0	nt	3.2	2.1	-6.3	-0.2	12.9	4.0%
Cc1cccc(-n2cc(-c3ccccc3)c3c(N4CCOCC4)ncnc32)c1	-19.1	-4.6	8.9	1.6	-0.7	11.1	-3.8	-2.4	0.4%
CC1=C(C(=O)OCc2ccccc2)C(c2cccc(Cl)c2Cl)NC(=O)N1CCCCCC(=O)O (configuration not stated)	nt	3.4	8.0	2.5	0.3	10.7	0.5	-32.8*	4.6%
CCOc1cccc(-c2c(C(=O)N/N=C(\C)c3ccncc3)nnn2-c2nonc2N)c1	-62.5*	-0.8	1.0	0.8	0.0	3.4	1.8	10.3	-2.6%
CC(C)CNC(=O)COc1cccc(C(=O)NCc2ccccc2)c1	?	-1.6	6.9	-1.6	0.2	13.8	-0.9	5.0	0.2%
COc1ccc(NC(=S)Nc2cc(-c3ccccc3)[nH]n2)cc1Cl	-1.3	-4.6	-11.6	2.3	0.1	-4.3	-3.2	-79.5*	0.7%
Cc1ccc2[nH]c3c(=O)n(CC(=O)N(CCN(C)C)Cc4ccccc4)ncc3c2c1	-14.3	3.2	nt	3.0	0.7	-5.3	-7.1	7.9	0.4%
COc1ccccc1/C=N/NC(=O)C1=NNC(c2ccccc2)(c2ccccc2)C1	nt	0.2	7.2	-0.9	0.2	-7.3	-4.3	-2.5	-0.5%
CCn1c(COc2ccc(C)cc2)nnc1SCC(=O)NCc1ccco1	-4.9	-4.4	-1.6	2.1	-0.2	3.4	-3.1	-10.0	3.4%
COc1cccc(CC2(CO)CCCN(C(=O)c3cc[n+]([O-])cc3)C2)c1 (configuration not stated)	-7.9	-4.3	8.4	-0.7	0.5	-8.7	-1.6	-0.8	0.7%
Cc1ccc(/C=N/NC(=O)c2nnn(-c3nonc3N)c2CN(C)c2ccccc2)s1	-3.0	-3.5	0.3	0.1	0.0	1.9	5.0	2.3	1.3%
Cc1ccc(S(=O)(=O)NCC(=O)OCC(=O)N2CCN(C(=O)c3ccco3)CC2)cc1C	-14.7	-7.8	-4.3	2.5	-0.3	5.7	-3.8	4.2	0.5%
COCCN(CC(=O)Nc1ccccc1)S(=O)(=O)c1ccc(S(=O)(=O)N2CCCC2)cc1	-7.4	-15.4	5.7	3.0	0.5	-4.4	-2.2	-0.1	4.3%
Cc1ccc(NC(=O)CN2C(=O)C(c3ccc(F)cc3)=NC2(C)C)c(C)c1	-5.4	-3.7	nt	2.2	0.5	-7.0	-2.8	16.4	-1.2%
Cc1ccnc(NC(=S)NC(=O)/C=C/c2ccccc2)c1	8.6	-7.2	3.0	1.2	-0.7	-2.3	0.8	1.2	-1.1%
COc1cccc(/C=C/c2ccc3cccc(O)c3n2)c1OC	14.9	0.1	nt	6.4	nt	5.8	-0.2	4.9	3.4%
COc1ccc(Nc2nc3ccc(Cl)cc3n3nnnc23)cc1OC	-9.7	0.3	nt	0.5	0.8	-4.8	-1.9	-14.5	0.1%
O=C(COc1ccc2ccccc2c1)NCC(=O)N/N=C/c1ccco1	-1.4	8.0	-1.1	19.8	-0.2	5.8	-3.5	nt	-0.9%
CCCNC(=O)CCn1c(=S)oc2ccccc21	16.4	3.8	3.2	0.9	0.0	0.4	4.5	-10.8	5.9%
Cc1ccc2nc(CN3CCN(S(=O)(=O)c4ccccc4)CC3)oc2c1	-6.3	23.1	nt	-1.7	0.3	0.5	0.3	7.3	3.0%
COc1ccc(C(C(=O)NCC2CCCO2)N(C(=O)Cn2nnc3ccccc32)c2ccc(NC(C)=O)cc2)cc1 (configuration not stated)	1.9	-2.5	-13.3	0.8	0.3	9.3	7.7	9.0	-0.6%
COc1ccc(S(=O)(=O)Nc2nnc(C)s2)cc1	1.9	14.7	7.7	6.8	-2.1	6.9	3.9	-1.4	-1.1%
C1=Cc2ccccc2Nc2ccccc21	5.9	2.6	0.9	3.4	-0.8	2.8	5.5	22.2	0.2%
O=C(c1ccc2c(c1)OCO2)N1CCN(c2ccc(Cl)cc2)CC1	-5.9	3.4	-0.5	5.2	1.1	-0.6	-4.7	0.0	-1.7%
Cc1ccccc1-n1c(SCC(=O)N2CCN(c3ccccc3)CC2)nnc1-c1ccncc1	-1.1	-5.6	8.9	0.1	-0.2	-2.4	-0.6	-0.5	0.7%
CC1(C)CC(=O)c2cc(N=C/C(C(=O)c3ccccc3)=C(\O)c3ccccc3)c(=O)oc2C1	1.3	0.5	-9.2	3.4	-0.9	-8.2	4.8	7.8	0.7%
O=C(NN1C(=O)c2ccccc2NC1c1ccco1)c1ccc([N+](=O)[O-])cc1 (configuration not stated)	-1.6	6.8	-4.4	-1.1	1.2	2.9	2.1	-4.3	-4.0%
CCC1CCCCN1C(=S)NC(=O)c1cccs1 (configuration not stated)	-0.7	-4.0	-1.2	3.5	-0.3	4.2	6.9	-2.5	1.9%
CCN(C(=O)Cn1c(=O)n(Cc2ccccc2)c(=O)c2c1c1cc(OC)ccc1n2C)c1ccccc1	nt	-1.4	nt	0.8	0.6	6.5	-3.1	-2.7	4.6%
Cc1ccc(C)c(NC(=O)CN(C)C(=O)c2cccc(-n3cccc3)c2)c1	-3.5	-12.3	-13.2	-0.5	-0.6	-3.1	1.7	-9.5	-0.3%
CN(C)C(=O)CSc1nnc(CCNC(=O)OC(C)(C)C)o1	1.4	-4.9	-17.5	3.2	-0.5	-0.9	-5.5	-32.5*	2.2%
COc1cc(OC)c(NC(=O)CCCn2nc(C)c3sc4ccccc4c3c2=O)cc1Cl	-18.2	0.5	nt	2.8	1.4	-6.2	-3.1	-70.6*	11.0%
COc1cc(NC(=O)N2CCN(c3cc(-c4noc(C)n4)ccc3C)CC2)cc(OC)c1OC	nt	-1.8	nt	1.2	nt	6.2	-4.5	-10.2	3.6%
CN(C)S(=O)(=O)Nc1ccc(Oc2ccccc2)cc1	-2.5	-3.1	34.6*	0.8	-0.1	3.0	-2.7	-24.2	2.1%
COC(=O)c1ccc(Cn2cnc3cnccc32)cc1	4.8	2.8	3.3	0.4	0.5	-6.7	23.9	-6.9	5.5%
CNC(=O)NC(=O)C(OC(=O)Cc1cccc(C(F)(F)F)c1)c1ccccc1 (configuration not stated)	-8.3	13.9	-18.6	11.2	-0.3	-5.6	-7.4	3.6	0.2%
Cc1cccc(NC(=O)CN(C)C(=O)c2ccc3ccccc3n2)c1C	0.2	-0.9	30.1*	5.6	-0.7	5.4	-0.7	-8.7	-0.9%
CCOC(=O)Cc1csc(NC(=O)CSc2nnnn2-c2ccc(F)cc2)n1	-9.6	-5.5	9.8	7.1	0.5	7.9	-4.2	-14.1	0.7%
COc1ccc(N(CC(=O)Nc2ccc3c(c2)OCCO3)S(=O)(=O)c2cccc(C)c2)cc1	-3.7	3.2	23.4	2.4	-0.2	-1.5	2.1	0.6	0.1%
Cc1ccc(CNC(=O)C2CCCN(Cc3nc(-c4cccc(C)c4)oc3C)C2)cc1 (configuration not stated)	-23.5	22.3	nt	-0.8	0.3	12.6	4.5	-6.1	-2.0%
CC1CCCCN1C(=O)CSc1nc2ccccc2nc1Cc1ccc(Cl)cc1 (configuration not stated)	-16.6	-2.9	nt	3.8	0.9	-1.6	-0.2	8.8	26.4%
Next results:
SMILES	RXFP1 antagonist	TRHR enhancer	D2 antagonist	D1 ag	D2 ag	D2 PAM	D1 potentiator	D1 antagonist	RXFP1 agonist
COc1ccc(-c2nnc(SCC(=O)NC3CCCc4ccccc43)n2N)cc1 (configuration not stated)	-0.5	-3.9	0.0	1.4	0.1	7.4	-5.6	4.2	-0.4%
CN(C)CCn1c(C(=O)O)cc2ccccc21	-8.3	6.7	-4.6	0.4	-0.1	-6.5	0.8	-11.8	0.1%
COc1ccc(-n2ncc3c(NC4CCCC4)ncnc32)cc1	-12.4	-3.8	nt	-2.1	-1.9	-2.3	0.5	-2.3	6.2%
COc1ccc(Nc2nc3ccccc3nc2NS(=O)(=O)c2cccs2)c(OC)c1	1.6	5.1	-3.9	6.7	-0.2	13.3	-3.9	-2.6	5.9%
C=CCNCc1ccccc1[N+](=O)[O-]	nt	2.1	-4.7	2.4	-0.7	-2.6	-0.2	-5.8	0.0%
COc1ccccc1NC(=O)N1CCN(c2ccccc2F)CC1	5.3	1.6	nt	1.6	nt	nt	-4.1	-3.3	1.3%

Record cards, as listed above.
`CN(C)CCn1c(C(=O)O)cc2ccccc21` in the list: RXFP1 antagonist: -8.3; TRHR enhancer: 6.7; D2 antagonist: -4.6; D1 ag: 0.4; D2 ag: -0.1; D2 PAM: -6.5; D1 potentiator: 0.8; D1 antagonist: -11.8; RXFP1 agonist: 0.1%
`COc1ccccc1NC(=O)N1CCN(c2ccccc2F)CC1` in the list: RXFP1 antagonist: 5.3; TRHR enhancer: 1.6; D2 antagonist: nt; D1 ag: 1.6; D2 ag: nt; D2 PAM: nt; D1 potentiator: -4.1; D1 antagonist: -3.3; RXFP1 agonist: 1.3%
